Screening results from PubChem BioAssay.
ZTA DNA inh = counter-screen for EBNA-1 inhibitors: inhibitors of Epstein-Barr virus ZTA; P03206; ZTA-DNA binding, fluorescence polarization; inhibition, % at 11 µM; 320,000 tested, 0.15% active; AID 2234; in the data active means inhibition above about 33%
PAFAH1B3 inh = blocks human PAF acetylhydrolase 1B catalytic subunit 3 | inhibition, % at 3.39 µM | recombinant PAFAH1B3, FP-rhodamine probe, fluorescence polarization | 340,000 tested, 0.28% active;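 active means inhibition above the screen-wide average of all tested compounds plus 3 SD, cut at about 25% in these data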;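 further: 0% = enzyme with DMSO only and 100% = wells lacking PAFAH1B3 protein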
Target sequence (Q15102 whole entry, looked up): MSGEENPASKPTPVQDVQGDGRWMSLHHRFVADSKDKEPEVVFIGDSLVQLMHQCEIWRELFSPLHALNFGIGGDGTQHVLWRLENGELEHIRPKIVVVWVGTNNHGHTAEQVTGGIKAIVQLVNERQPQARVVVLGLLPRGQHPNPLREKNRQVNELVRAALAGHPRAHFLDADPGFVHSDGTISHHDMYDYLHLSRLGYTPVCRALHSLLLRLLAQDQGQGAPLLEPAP
GSTO1 counter = blocks human GSTO1 in RBBP9 counter-screen; P78417; recombinant GSTO1, activity-based probe fluorescence polarization; inhibition, % at 5.96 µM; 300,000 tested, 1.1% active; AID 1974;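 active means inhibition above the campaign mean inhibition plus 3 SD, cut at about 35% in these data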;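 further: 0% = GSTO1-1 with DMSO and 100% = wells lacking GSTO1-1 enzyme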
LYPLA1 inh = counter-screen for PME1 inhibitors: inhibitors of human LYPLA1; inhibition, % at 5.9 µM; 320,000 tested, 0.16% active; recombinant LYPLA1, FP-Rh probe fluorescence polarization; O75608;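 active means inhibition above the mean of all tested compounds plus 3 SD, set per campaign, cut at about 14% in these data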;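 further: inhibitors block serine hydrolase probe labeling of LYPLA1 so polarization falls; 0% = enzyme with DMSO and 100% = wells lacking LYPLA1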
PREPL inh = inhibits the human prolyl oligopeptidase-like enzyme; AID 2751; recombinant PREPL, fluorescence polarization activity-based probe; 320,000 tested, 0.68% active; inhibition, % at 5.96 µM; in the data active means inhibition above about 43%;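 further: 0% = enzyme with DMSO and 100% = wells lacking enzyme; many of its hits are not listed in these tables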
PAFAH2 FP inh = PAFAH2 (human) inhibition; 340,000 tested, 0.99% active; AID 492956; inhibition, % at 3.39 µM; Q99487; recombinant PAFAH2, FP-rhodamine activity probe, fluorescence polarization;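 active means inhibition above the mean over all tested compounds plus 3 SD, cut at about 30% in these data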;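 further: inhibitors block probe labeling of enzyme so polarization drops; 0% = enzyme with DMSO and 100% = wells lacking PAFAH2 protein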
PAD4 inh = blocks human protein arginine deiminase 4; Q9UM07; recombinant PAD4, RCA probe fluorescence polarization; inhibition, % at 6.36 µM; 330,000 tested, 0.41% active; AID 485272;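 active means percent inhibition above a cutoff equal to the mean of all tested compounds plus 3 SD, cut at about 15% in these data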;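 further: 0% = PAD4 with RCA probe and DMSO and 100% = probe without PAD4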
Target sequence (Q9UM07 whole entry, looked up): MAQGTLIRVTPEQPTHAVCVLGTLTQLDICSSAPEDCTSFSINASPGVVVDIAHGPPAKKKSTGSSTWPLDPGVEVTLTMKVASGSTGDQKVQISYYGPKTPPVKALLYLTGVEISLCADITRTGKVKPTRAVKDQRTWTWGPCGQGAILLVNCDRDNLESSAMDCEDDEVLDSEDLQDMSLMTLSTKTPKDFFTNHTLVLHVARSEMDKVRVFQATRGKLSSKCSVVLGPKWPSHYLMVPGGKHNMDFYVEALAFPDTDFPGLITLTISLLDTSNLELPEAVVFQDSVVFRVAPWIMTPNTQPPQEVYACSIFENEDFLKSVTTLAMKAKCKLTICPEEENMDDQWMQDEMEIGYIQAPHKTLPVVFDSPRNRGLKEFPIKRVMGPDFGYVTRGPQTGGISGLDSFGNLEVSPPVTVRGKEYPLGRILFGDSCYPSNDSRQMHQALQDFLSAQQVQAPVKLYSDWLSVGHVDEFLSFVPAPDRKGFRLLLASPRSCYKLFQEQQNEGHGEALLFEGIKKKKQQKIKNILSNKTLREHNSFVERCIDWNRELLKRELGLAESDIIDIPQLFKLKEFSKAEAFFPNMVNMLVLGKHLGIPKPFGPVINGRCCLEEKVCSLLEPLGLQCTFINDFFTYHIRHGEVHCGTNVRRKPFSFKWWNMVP
EBNA-1 inh = blocks EBNA-1 binding to DNA; EBNA-1 DNA binding, fluorescence polarization; inhibition, % at 14.8 µM; 300,000 tested, 0.34% active; in the data active means inhibition above about 28%
LYPLA2 inh = counter-screen for PME1 inhibitors: inhibitors of human LYPLA2. recombinant LYPLA2, FP-Rh probe fluorescence polarization. inhibition, % at 5.9 µM. 320,000 tested, 0.38% active;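 active means inhibition above the screen-wide mean plus 3 SD, limit set per campaign, cut at about 26% in these data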;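 further: 0% = LYPLA2 with DMSO and 100% = wells lacking LYPLA2 enzyme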
The depositor's hits bear a star; / = no result given. Only part of the results is shown (hit frequency here may not be typical).

The line under a structure holds: ZTA DNA inh	PAFAH1B3 inh	GSTO1 counter	LYPLA1 inh	PREPL inh	PAFAH2 FP inh	PAD4 inh	EBNA-1 inh	LYPLA2 inh
1. COc1ccc(C2(c3ccc(OC)cc3)NC(=O)NC2=O)cc1
    7	7	-1	1	-9	-1	3	-4	0
2. CCCCn1c(N)c(N(C)C(=O)c2ccc(-n3cccn3)cc2)c(=O)[nH]c1=O
    -15	4	/	4	5	8	-2	/	3
3. Cc1cc(NC(=O)CCC(=O)N(c2ccc(C)c(F)c2)C(C(=O)NC2CCCC2)c2ccco2)no1 (configuration not stated)
    -1	6	5	4	0	12	1	-8	8
4. O=C1CCNCCN1[C@H](CO)Cc1ccccc1
    -3	9	-2	1	2	-5	1	9	1
5. CC(CN1CCCCC1)NC(=O)c1cccs1 (configuration not stated)
    4	5	-4	5	-10	-2	-2	5	5
6. CCOC(=O)CSc1nnc(Cc2cc(=O)[nH]c(=O)[nH]2)n1-c1ccc(Cl)cc1
    -3	-2	4	-1	5	1	2	-10	3
7. C=CCOc1ccc(/C=N/NC(=O)C(C)Sc2ccccn2)cc1OC (configuration not stated)
    -28	8	6	1	0	5	6	-15	1
8. CCc1ccccc1NC(=O)Nn1cnnc1
    6	3	1	1	-3	3	2	5	2
9. O=S(=O)(Nc1ccc(-c2nc3ccccc3o2)cc1)c1ccccc1
    -2	6	-13	-5	-30	2	-2	0	-1
10. Cc1ccc(-n2ncc3c(=O)[nH]c(SC(C)C)nc32)cc1
    19	3	2	2	23	-14	3	18	1
11. COc1ccc(C=O)cc1CSc1nnc(COc2cccc3cccnc23)o1
    -11	8	3	-2	-25	4	-9	-22	0
12. Cc1ccc(C(=O)Nc2nc(-c3cc(Cl)sc3Cl)cs2)cc1
    -11	-5	-6	-6	10	-12	1	-10	-41
13. CSC(C1CCCC1)n1nnc2ccccc21 (configuration not stated)
    8	5	4	2	6	2	-4	-25	-2
14. CCn1c(COc2ccc3c(c2)CCCC3)nnc1SCC(=O)Nc1nccs1
    -1	6	22	-2	9	13	-3	0	1
15. CCn1c(SCC(=O)Nc2cccc(C)c2)nc2nc3c(cc2c1=O)COC(C)(C)C3
    3	-1	20	-2	-5	5	-1	0	7
16. COc1cc2c(cc1OC)CN(C(=O)c1ccc3[nH]c(C)c(C)c3c1)CC2
    2	8	-4	2	9	8	-3	12	1
17. Cc1nn(C)cc1CN(C)C(=O)c1nn2c(c1Cl)NC(c1cccs1)CC2C(F)(F)F (configuration not stated)
    -1	-6	0	-1	10	-4	-4	-10	0
18. CCc1nc2ccc(C(=O)Nc3cccc(C(C)=O)c3)cc2nc1CC
    2	4	-2	-4	-15	-1	1	0	-6
19. Cc1ccn2c(-c3n[nH]c(=S)n3Cc3ccccc3)c(C)nc2c1
    3	2	-2	0	3	2	-2	-4	1
20. CC(=O)Nc1ccc(NC(=O)COC(=O)c2c(-c3ccccc3)noc2C)cc1
    -7	3	/	-8	0	8	2	/	-2

The last five compounds of the part above lead into the next:
The line under a structure holds: ZTA DNA inh	PAFAH1B3 inh	GSTO1 counter	LYPLA1 inh	PREPL inh	PAFAH2 FP inh	PAD4 inh	EBNA-1 inh	LYPLA2 inh
16. COc1cc2c(cc1OC)CN(C(=O)c1ccc3[nH]c(C)c(C)c3c1)CC2
    2	8	-4	2	9	8	-3	12	1
17. Cc1nn(C)cc1CN(C)C(=O)c1nn2c(c1Cl)NC(c1cccs1)CC2C(F)(F)F (configuration not stated)
    -1	-6	0	-1	10	-4	-4	-10	0
18. CCc1nc2ccc(C(=O)Nc3cccc(C(C)=O)c3)cc2nc1CC
    2	4	-2	-4	-15	-1	1	0	-6
19. Cc1ccn2c(-c3n[nH]c(=S)n3Cc3ccccc3)c(C)nc2c1
    3	2	-2	0	3	2	-2	-4	1
20. CC(=O)Nc1ccc(NC(=O)COC(=O)c2c(-c3ccccc3)noc2C)cc1
    -7	3	/	-8	0	8	2	/	-2
21. COC(=O)/C(=C(/F)Sc1cc(C)c(O)c(C)c1)C(F)(F)F
    -6	10	8	-3	10	-1	16*	-12	-11
22. COc1ccccc1NC(=O)c1cc(S(=O)(=O)N2CCc3ccccc32)ccc1F
    -3	8	6	-1	15	-14	1	0	-7
23. O=C(/C=C/c1c(F)cccc1Cl)Nc1cccnc1
    1	9	-1	-6	16	2	-6	-4	-6
24. CC(C)Cc1nnc(NC(=O)CCC(=O)Nc2ccccc2F)s1
    -6	4	12	3	2	-1	-2	3	2
25. CN1CCN(C2OC(=O)c3ccccc32)CC1 (configuration not stated)
    -13	6	1	2	15	2	-1	-4	4
26. O=C(CSc1ccc2nnc(-c3ccc(Cl)cc3)n2n1)N1CCCC1
    11	2	0	-2	5	-4	-4	-5	6
27. COc1ccc(N2CCN(CCCn3c(=S)[nH]c4ccccc4c3=O)CC2)cc1
    -7	8	-3	-1	13	9	-6	-17	6
28. COc1ccc(OC)c(N(CC(=O)Nc2ccc3c(c2)OCCO3)S(C)(=O)=O)c1
    9	-4	3	0	2	5	0	4	3
29. COc1ccc(OC)c(-c2cc(-c3cccnc3)nc(N)c2C#N)c1
    -6	5	-3	0	-4	-1	3	-3	-4
30. CCN(CC)C(=O)COc1cccc2ccccc12
    -16	-5	15	2	5	0	1	3	8
31. CC(=O)Nc1ccc(CNC(=O)C[N+]2(C)CCOCC2)cc1
    6	6	-1	-1	2	3	1	2	-3
32. COc1ccc(N2CCN(C(=O)CSc3nnc4c(C)cc5cc(C)ccc5n34)CC2)cc1
    -8	-4	-3	2	-5	8	5	2	13
33. Cc1ccc(Oc2nc(CN3CCOCC3)nc3sc4c(c23)CCC(C)C4)cc1C (configuration not stated)
    8	2	7	1	4	2	1	-2	-3
34. COc1cc2nc(SCc3ccc(F)cc3)n(Cc3cccs3)c(=N)c2cc1OC
    -17	10	-13	-5	26	-6	2	4	1
35. CN1C(=O)NC(c2cccc([N+](=O)[O-])c2)C2=C1CC(C)(C)CC2=O (configuration not stated)
    3	4	1	-1	-6	5	-1	7	-6
36. COc1ccc(C(=O)Nc2ccccc2N2CCCC2)cc1
    7	6	-2	0	7	-7	1	-12	-4
37. CCOC(=O)C1CCN(S(=O)(=O)c2c(C)[nH]c(=O)[nH]c2=O)CC1
    9	3	0	3	-3	-4	0	6	7
38. Brc1c(CSc2nncn2-c2ccccc2)nc2sccn12
    0	6	4	2	-5	-6	0	7	1
39. CCOC(=O)NCc1ccc(CNC(=O)OCC)cc1
    9	3	-5	-5	9	-11	0	0	-6
40. COc1ccc(Cn2c(N)c(C#N)c3nc4ccccc4nc32)cc1OC
    0	-2	11	-4	17	-6	-19	-21	2
41. O=c1[nH]cc(S(=O)(=O)c2ccccc2)[nH]1
    -11	5	6	-1	-4	1	-1	4	-3
42. CCCc1ccc(C(=O)NNc2ccc(F)cc2)cc1
    -8	2	15	0	-6	6	-4	-7	2
43. Cc1cccc(OCCOC(=O)C2CCN(S(=O)(=O)c3cccs3)CC2)c1
    -5	-2	12	0	-1	11	6	5	6
44. COc1ccc(C(=O)Nc2ccc(NC(=O)c3cccs3)c(OC)c2)cc1Cl
    0	4	-2	-3	2	0	1	11	1
45. CC(=O)Nc1cccc(NC(=O)CSc2nccn2Cc2ccco2)c1
    -12	2	-2	-1	2	-6	-1	-1	-2
46. CCCCOc1ccc(N=Cc2cccs2)cc1
    -1	6	-3	0	1	8	0	-1	-2
47. O=C(Cc1ccc(Cl)cc1Cl)OCC(=O)N1CCCCC1
    13	10	4	0	18	3	4	8	4
48. COc1ccc(-c2c(C)oc3ccc(C)cc23)cc1
    -7	3	4	-2	13	3	1	-5	4
49. O=C(CCN1CCN(Cc2ccccc2)CC1)NNC(=O)c1cc2ccccc2o1
    /	8	/	/	10	-3	-4	/	/
50. O=C(NNc1nc(-c2ccccc2)c2cc(Br)ccc2n1)c1ccc(S(=O)(=O)N2CCCCC2)cc1
    -7	0	2	-10	8	-14	-1	-4	-21
51. CCCCCCC(=O)Nc1nc(C)c(-c2csc(Nc3cc(Cl)ccc3C)n2)s1
    4	12	4	-13	10	-6	-2	-4	-6
52. C=CCn1c(=O)c(C(=O)NC(C)c2ccccc2)c(O)c2ccccc21 (configuration not stated)
    -16	4	4	-3	-4	6	0	-9	-9
53. O=S(=O)(c1ccc(Cl)cc1)N1CCC(N2CCCCCC2)CC1
    -3	7	-3	-2	-5	-1	-6	-3	-2
54. CC(C)CCN1C(=O)c2ccc(C(=O)OCn3nnc4ccccc4c3=O)cc2C1=O
    -4	-5	0	-2	-7	-2	-1	-8	9
55. O=C(CNS(=O)(=O)c1ccccc1Br)OCC(=O)N1CCc2ccccc21
    14	4	-3	-1	-22	-4	1	5	-1
56. NC(=O)c1ccc(NC(=O)c2ccc(CN3CCOCC3)cc2)cc1
    -8	6	-3	-5	13	3	-1	-17	-6
57. O=C(COC(=O)COc1ccccc1)NCCC1=CCCCC1
    2	6	/	1	-2	3	-4	/	-2
58. CCCCn1c(N)c(N(CC(C)C)C(=O)CCCc2cccs2)c(=O)[nH]c1=O
    -23	2	2	3	10	4	2	3	7
59. CC(=O)Nc1ccc(C(=O)COC(=O)c2ccco2)c(F)c1
    4	12	/	2	12	3	-6	/	8
60. COc1ccc2c(c1)N1CCN=C1N2C
    18	2	-3	2	23	-2	6	13	1

Some entries already given, limited to PAFAH1B3 inh, ZTA DNA inh and LYPLA1 inh.
| item | structure | PAFAH1B3 inh | ZTA DNA inh | LYPLA1 inh |
| --- | --- | --- | --- | --- |
| 2 | CCCCn1c(N)c(N(C)C(=O)c2ccc(-n3cccn3)cc2)c(=O)[nH]c1=O | 4 | -15 | 4 |
| 3 | Cc1cc(NC(=O)CCC(=O)N(c2ccc(C)c(F)c2)C(C(=O)NC2CCCC2)c2ccco2)no1 (configuration not stated) | 6 | -1 | 4 |
| 4 | O=C1CCNCCN1[C@H](CO)Cc1ccccc1 | 9 | -3 | 1 |
| 5 | CC(CN1CCCCC1)NC(=O)c1cccs1 (configuration not stated) | 5 | 4 | 5 |
| 6 | CCOC(=O)CSc1nnc(Cc2cc(=O)[nH]c(=O)[nH]2)n1-c1ccc(Cl)cc1 | -2 | -3 | -1 |
| 7 | C=CCOc1ccc(/C=N/NC(=O)C(C)Sc2ccccn2)cc1OC (configuration not stated) | 8 | -28 | 1 |

Back to the main list, starting 2 compounds before the break.
The line under a structure holds: ZTA DNA inh	PAFAH1B3 inh	GSTO1 counter	LYPLA1 inh	PREPL inh	PAFAH2 FP inh	PAD4 inh	EBNA-1 inh	LYPLA2 inh
59. CC(=O)Nc1ccc(C(=O)COC(=O)c2ccco2)c(F)c1
    4	12	/	2	12	3	-6	/	8
60. COc1ccc2c(c1)N1CCN=C1N2C
    18	2	-3	2	23	-2	6	13	1
61. CC1CCCCN1C(=O)COC(=O)c1cccc(NS(=O)(=O)c2ccccc2)c1 (configuration not stated)
    -10	4	1	0	11	5	0	0	-3
62. CC1(C)Oc2ccc3ccc(=O)oc3c2[C@H](O)[C@H]1O
    1	-5	/	2	17	-3	-2	/	1
63. Cc1ccc(NN2C(=O)C=CC2=O)cc1
    -5	6	2	0	-6	-3	-1	-2	-1
64. O=C(NCCOc1ccccc1F)c1ccccc1SCc1ccc(F)cc1
    -2	6	-7	3	-34	3	-6	-1	4
65. Clc1ccc(CCNc2nc3ccccc3n3nnnc23)cc1
    -23	5	-2	6	4	-1	-2	-3	8
